# Rin1-Abl PPI inh = blocks binding of human Rin1 to Abl | P00519+Q13671 | TR-FRET Rin1/Abl binding, biochemical | 0.4% of 360,000 active | inhibition, % at 7.35 µM; in the data active means inhibition above about 5%, passing the limit was not always enough
# SKN-1 block = C. elegans SKN-1 inhibition | AID 624304 | inhibition, % at 21.8 µM | 0.49% of 360,000 active | C. elegans VP596 Pgst-4::GFP/RFP ratio, acrylamide-induced, 24 h;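 active means interference check ratio from 0.5 to 1.5 plus GFP to RFP signal ratio inhibition reaching or exceeding a fixed threshold, cut at about 30% in these data, passing the limit was not always enough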; further: some compounds called inactive have numbers as strong as hits
# NRP1-CendR mod = alters CendR peptide binding to human NRP-1 | 0.85% of 360,000 active | O14786 | FAM-RPARPAR peptide binding to NRP-1, fluorescence polarization | inhibition, % at 25 µM;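 active means inhibition or corrected inhibition above about 18%, plus a signal ratio from 0.5 to 1.5, limit read from the data, passing the limit was not always enough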; further: strong numbers were not always called active
# Neddyl block = blocks human cullin neddylation. 0.58% of 360,000 active. calls only at 25 µM. P61081+Q13564. TR-FRET cullin neddylation, biochemical; in the data active means inhibition above about 36%
# Target sequence (P61081 whole entry, looked up): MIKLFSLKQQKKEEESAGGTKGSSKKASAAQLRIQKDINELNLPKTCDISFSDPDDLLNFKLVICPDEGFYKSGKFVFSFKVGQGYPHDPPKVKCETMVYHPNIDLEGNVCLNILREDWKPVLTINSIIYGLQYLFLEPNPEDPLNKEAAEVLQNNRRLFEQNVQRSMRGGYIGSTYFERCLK
# Target sequence (Q13564 whole entry, looked up): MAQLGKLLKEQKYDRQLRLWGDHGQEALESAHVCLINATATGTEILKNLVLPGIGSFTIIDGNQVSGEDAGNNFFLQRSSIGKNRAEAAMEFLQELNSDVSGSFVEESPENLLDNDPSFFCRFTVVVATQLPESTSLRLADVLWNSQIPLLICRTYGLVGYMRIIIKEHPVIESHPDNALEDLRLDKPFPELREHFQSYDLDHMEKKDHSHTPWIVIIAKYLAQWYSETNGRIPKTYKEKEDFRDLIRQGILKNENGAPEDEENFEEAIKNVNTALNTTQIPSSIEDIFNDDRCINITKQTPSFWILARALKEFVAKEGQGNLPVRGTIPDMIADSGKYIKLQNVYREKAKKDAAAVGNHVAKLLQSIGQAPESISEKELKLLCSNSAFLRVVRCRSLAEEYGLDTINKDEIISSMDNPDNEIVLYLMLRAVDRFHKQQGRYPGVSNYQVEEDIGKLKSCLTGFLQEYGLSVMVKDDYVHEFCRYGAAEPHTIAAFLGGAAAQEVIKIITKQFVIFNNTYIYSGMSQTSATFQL
# E coli Lon inh = inhibits E. coli Lon protease. AID 602123. purified E. coli Lon protease, fluorescence polarization. inhibition, % at 7.94 µM. P0A9M0. 0.42% of 360,000 active; in the data active means inhibition above about 13%, passing the limit was not always enough;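 further: 0% = enzyme with probe and DMSO and 100% = no enzyme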
# MT1-MMP act inh = inhibitors of human MT1-MMP activation; GFP/RFP ratio change, % at 20 µM; 0.061% of 360,000 active; HT1080 RFP-PRO-GFP cells, GFP/RFP ratio fluorescence, overnight; percent of plate control window, DMSO zero;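 active means GFP/RFP ratio change of at least 30% with cell ATP level not reduced by more than half and red fluorescence within 50% of control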; further: strong numbers were not always called active
#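 Material – HT1080 RFP-PRO-GFP cells · Control set – DMSO wells and RFP-L50D-GFP cells · Incubation – overnight cell settling, then overnight compound exposure, 37 °C, 5% CO2 · Compound dosing – single-point 20 µM compound, 1% DMSO · Read-out – GFP/RFP fluorescence ratio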
# FAS TE block = inhibitors of human fatty acid synthase thioesterase domain; AID 602261; inhibition, % at 15 µM; 0.67% of 360,000 active; recombinant FAS-TE, OMFH fluorogenic substrate, fluorescence endpoint;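 active means compounds whose normalised, plate-corrected inhibition of enzyme fluorescence in the single-dose primary screen is 50% or more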;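 further: 0% = DMSO with enzyme and 100% = substrate without enzyme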
# MLLE-PAM2 inh = blocks PAM2 peptide binding to the PABP1 MLLE domain | 0.36% of 360,000 active | GST-MLLE / FITC-PAM2 fluorescence polarization | inhibition, % at 20 µM | P11940; in the data active means inhibition above about 35%, passing the limit was not always enough;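 further: plate controls were DMSO wells with GST-MLLE for no effect and wells lacking GST-MLLE protein for full effect; some results filed as inactive read as strong as hits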
# MsrA act = activates bovine MsrA enzyme | purified bovine MsrA, absorbance read-out | 0.3% of 360,000 active | activation, % at 10.6 µM | AID 602163; in the data active means activation above about 7.5%;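 further: 0% = vehicle and 100% = reference activator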
# Starred values were filed as active, the others as inactive; i = inactive; . = not tested or not shown.
# Start of the data: the first 4 entries (preview)
SMILES,Rin1-Abl PPI inh,SKN-1 block,NRP1-CendR mod,Neddyl block,E coli Lon inh,MT1-MMP act inh,FAS TE block,MLLE-PAM2 inh,MsrA act
Cn1c(SCC(=O)Nc2ccc3c(c2)OCCO3)nnc1-c1ccco1,0,-12,0,i,3,2,-6,11,-8
CCc1ccc(C(=O)COc2ccc(NC(C)=O)cc2)cc1,0,18,-1,i,-12,6,-6,-1,-3
CNc1ncnc2c1ncn2-c1ccccc1,3,26,10,i,-12,3,-7,3,-1
CC(=O)N1CC2(c3ccccc3)CN(C(C)=O)CC(c3ccccc3)(C1)C2=O,-1,6,-1,i,3,1,-4,-9,-1

# Results, from the first entry:
SMILES,Rin1-Abl PPI inh,SKN-1 block,NRP1-CendR mod,Neddyl block,E coli Lon inh,MT1-MMP act inh,FAS TE block,MLLE-PAM2 inh,MsrA act
Cn1c(SCC(=O)Nc2ccc3c(c2)OCCO3)nnc1-c1ccco1,0,-12,0,i,3,2,-6,11,-8
CCc1ccc(C(=O)COc2ccc(NC(C)=O)cc2)cc1,0,18,-1,i,-12,6,-6,-1,-3
CNc1ncnc2c1ncn2-c1ccccc1,3,26,10,i,-12,3,-7,3,-1
CC(=O)N1CC2(c3ccccc3)CN(C(C)=O)CC(c3ccccc3)(C1)C2=O,-1,6,-1,i,3,1,-4,-9,-1
CN(C)c1ccc(CNC(=O)CN(C)S(=O)(=O)c2ccc3c(c2)c(=O)n(C)c(=O)n3C)cc1,1,-20,-6,i,2,2,14,-14,-10
O=C(COc1ccc(Cl)cc1)Nc1ccccc1C(=O)NCc1cccnc1,1,-19,8,i,-1,-3,9,3,0
C=CCn1c(SCC(N)=O)nc2scc(-c3ccc(C)o3)c2c1=O,5,14,-6,i,1,4,3,14,-14
CC(=O)Nc1cccc(C(=O)N/N=C/c2ccc(F)cc2)c1,1,-4,-1,i,-5,7,-8,-10,-5
O=C1[C@H]2[C@@H](c3ccc(C(F)(F)F)cc3)N[C@]3(CCCN(Cc4ccco4)C3=O)[C@H]2C(=O)N1Cc1ccccc1,0,1,-3,i,-4,5,39,-8,1
COc1cc(CNCc2ccccn2)ccc1OCC(=O)NC(C)(C)C,2,-2,-1,i,3,0,-4,7,-3
NC(=O)c1cccn1Cc1cccc(Cl)c1,0,8,-8,i,-4,-10,-7,-13,-4
Cc1ccc2nc(NC(=O)C(NS(=O)(=O)c3cccc4nsnc34)C(C)C)sc2c1 (configuration not stated),-1,-2,-5,i,6,-4,0,-6,-7
Cc1ccc(C2=NS(=O)(=O)N(C)C(C(=O)NC(C)c3ccccc3)=C2)cc1 (configuration not stated),-1,3,-2,i,-3,-6,19,17,-3
CCc1nc2ccc(C(=O)Nc3cc(-c4ccccc4)ccc3OC)cn2c1N(C)Cc1nccs1,2,-6,-4,i,9,-4,18,-5,0
CCc1sc(C(=O)Nc2ccc(NC(C)=O)cc2)cc1C,-1,0,6,i,-5,14,-6,-5,-4
CNc1nc(NCc2ccccc2)nc(N)c1[N+](=O)[O-],-2,0,2,i,-16,4,1,8,-4
Cc1cccc(NS(=O)(=O)Cc2ccccc2)c1C,-1,7,-3,i,7,-6,-1,-14,-2
CC(C)(C)NC(=O)c1ccc(COc2ccc(Cl)cc2Cl)o1,1,-1,2,i,9,5,65*,-6,-7
CCN(CCO)c1nc(N2CCCCC2)c2cnn(C)c2n1,-2,-1,13,i,-11,0,0,-12,-3
Cc1cccc(N(CC(=O)Nc2c(C)n(C)n(-c3ccccc3)c2=O)S(C)(=O)=O)c1,4,0,5,i,-1,-2,-6,7,-10
COC(=O)Cc1csc(NC(=O)CSc2nncn2C)n1,1,7,4,i,-2,-2,-7,6,0
O=C1c2ccccc2NC(c2ccc(O)cc2)N1/N=C/c1ccc(O)cc1 (configuration not stated),-4,13,-7,i,-11,4,-7,11,-6
COc1ccc(-c2noc3c2-c2nc(-c4ccccc4Cl)sc2CC3)cc1,5,-4,4,i,6,.,26,0,-13
COc1cccc2cc3c(=O)oc4ccccc4c3nc12,-4,10,-6,.,-11,1,1,12,-4
O=C(Cn1cnc2ccccc21)N/N=C/c1cccs1,-1,0,15,i,-2,4,-4,5,1

# New compounds follow
SMILES,Rin1-Abl PPI inh,SKN-1 block,NRP1-CendR mod,Neddyl block,E coli Lon inh,MT1-MMP act inh,FAS TE block,MLLE-PAM2 inh,MsrA act
N#CCCN(C(=O)COC(=O)CCc1nc2ccccc2c(=O)[nH]1)c1ccc(F)cc1,7,-9,14,i,4,3,-8,-8,-12
Cc1csc(NC(=O)CSc2nncs2)n1,3,-1,-6,i,-3,0,-5,2,-4
OC(COc1ccc(CN2CCCCO2)cc1)CN1CCCCC1 (configuration not stated),0,3,2,i,0,-1,-1,13,0
COc1ccccc1-c1coc2c(CN(C)C)c(O)ccc2c1=O,0,1,4,.,-4,7,-9,-13,-10
N#CCC(=O)Nc1ccc(C(=O)OCC(=O)c2ccc3c(c2)OCCO3)cc1,3,-6,-22,i,-10,-1,2,-34,-10
O=S(=O)(Cc1ccccc1)NCCc1cccc(Cl)c1,0,-2,-2,i,-10,1,8,3,-3
CCOC(=O)CSc1nc2cc(C(=O)N3CCC(C(N)=O)CC3)ccc2c(=O)n1-c1ccccc1,9.0*,7,0,i,-5,1,-1,-1,-3
CC(C)C1C(=O)N(Cc2cn(CCC3OCCO3)nn2)CCS(=O)(=O)N1Cc1ccc(-c2ccccc2Cl)cc1 (configuration not stated),-2,8,9,i,-14,-2,17,-16,1
Cc1cccc(NS(=O)(=O)c2cccc(C(=O)NCCCN3CCCC3=O)c2)c1,1,-10,1,i,-6,-1,-3,0,-1
Cc1ccc(C(=O)N2CC3(C(C)C)CN(C(=O)c4ccc(C)cc4)CC(C(C)C)(C2)C3=O)cc1,0,12,0,i,-11,-5,3,4,0
Cc1c(Cl)cccc1NC(=S)N(CCN(C)C)C(C)c1ccco1 (configuration not stated),0,-18,9,i,3,0,4,-1,-8
N#Cc1ccsc1NC(=O)C1CCN(S(=O)(=O)c2cccs2)CC1,4,2,3,i,-6,-3,11,-5,-3
COc1ccc(C)cc1S(=O)(=O)N1CCN(C(=O)c2ncoc2-c2cccc(C)c2)CC1,-2,9,6,i,0,-4,6,8,-3
COc1ccc(C(=O)Nc2ccncc2)cc1OC,0,-11,-5,i,3,9,-8,5,-3
N/C(Cn1cncn1)=N\NC(=O)C(=O)Nc1ccccc1,4,2,-1,i,-8,-2,-8,1,-7
COC(=O)c1cc(S(=O)(=O)N2CCCCCC2)c[nH]1,4,-12,4,i,-1,3,-5,-4,-7
COc1cccc(C(C)NC(=S)NCc2ccc(F)cc2)c1 (configuration not stated),-2,-11,12,i,-5,-4,11,-52,-3
CC12CCC(=O)N1C(C(=O)Nc1nc3c(F)cc(F)cc3s1)CS2 (configuration not stated),-1,10,-8,i,-8,-7,-3,17,-3
CCOc1ccc(C(=O)OC2CCN(C)CC2)cc1,1,24,10,i,-6,-6,-2,-2,-2
c1coc(CNc2nc(-c3cccs3)cs2)c1,1,7,-28,i,-5,-5,8,2,-6
CCOC(=O)C1(CCOC)CCN(Cc2nc(-c3cccs3)oc2C)CC1,4,3,16,i,-1,8,-1,11,-2
Cc1ccccc1OCC(=O)N/N=C/c1ccc(N(C)C)cc1,1,3,10,.,-4,3,-1,8,-6
Cc1ccc(-c2cc(=O)c3ccc(Cl)cc3[nH]2)cc1,4,-3,-11,i,-3,2,-10,7,-3
Cc1nn(C(C)(C)C)c(NC(=O)c2ccc(Cl)cc2Cl)c1Br,1,-23,-1,i,-13,5,-1,-3,0
C/C=C(\C)C(=O)OC1CC(C)(C)C[C@H]2C3=CC[C@@H]4[C@@]5(C)CCC(O[C@@H]6O[C@@H](C(=O)O)[C@@H](O)C(O[C@@H]7OC[C@H](O)[C@@H](O)[C@@H]7O[C@@H]7OC(CO)C(O)[C@@H](O)[C@@H]7O)C6O[C@@H]6OC(CO)C(O)C(O)C6O)[C@@](C)(CO)[C@@H]5CC[C@]4(C)[C@]3(C)CC(O)[C@@]12CO (some centres not stated),3,-10,-34,i,0,-13,3,0,2

# New compounds follow
SMILES,Rin1-Abl PPI inh,SKN-1 block,NRP1-CendR mod,Neddyl block,E coli Lon inh,MT1-MMP act inh,FAS TE block,MLLE-PAM2 inh,MsrA act
CCC(=O)Nc1cccc(NC(=O)c2ccccc2Cl)c1,2,7,14,i,-5,-1,-3,14,-2
COc1cc2c(cc1OC)C(C)N(C(=O)Nc1cc(C)cc(C)c1)CC2 (configuration not stated),1,2,5,i,-2,-5,2,5,0
O=S(=O)(NC1CCc2ccccc21)c1ccccc1 (configuration not stated),2,1,-1,i,-12,-1,-2,4,-4
COC(=O)c1cc(O)c(O)c(O)c1,18*,5,11,i,-1,1,-13,11,-2
CC1CCCC(NC(=O)Nc2cccs2)C1C (configuration not stated),1,1,-10,i,-2,1,-2,6,8.9*
Cc1ccc(NS(=O)(=O)c2cccc(C(=O)N(C)Cc3cccs3)c2)cc1,2,10,7,i,6,0,2,0,-3
CCN1C(=O)C(O)(CC(=O)c2cccc(-n3cccc3)c2)c2ccccc21 (configuration not stated),3,-2,-7,i,-2,0,4,-7,-1
CC(C(=O)OCC(=O)NC1CCCC1)N1C(=O)c2ccccc2C1=O (configuration not stated),6,16,6,i,-6,-1,-16,-3,-2
Cc1cccc(C(=O)NC2CCN(CC(=O)N3CCOCC3)CC2)c1,-4,-1,-2,i,-4,1,-9,-1,-2
O=C(Nc1cccn2ncnc12)c1ccc(Cl)cc1,-2,14,-2,i,-3,-16,-4,-10,0
Cc1noc(NS(=O)(=O)c2ccc(NC(=O)CCn3c(=O)oc4ccccc43)cc2)c1C,0,4,-8,i,-11,3,-2,-5,-5
Cc1ccnc(NC(=O)c2cccc(NC(=O)COc3ccccc3)c2)c1,3,7,1,i,0,5,1,2,-1
CC(=O)c1ccc(-c2ccc(C(=O)NCC(c3ccco3)N(C)C)o2)cc1 (configuration not stated),-4,4,-10,.,-24,-2,-5,-9,-3
COc1cccc(N2CCN(c3c4c(nc5ncnn35)CCC4)CC2)c1,-2,14,7,i,8,-1,-2,-5,-1
COc1ccc(-c2noc(-c3ccccc3C(=O)NCc3ccco3)n2)cc1,-5,8,-3,i,-13,-1,4,4,-1
FC(F)Sc1ccc(NC2=NCCCCC2)cc1,-1,20,-2,i,0,4,-10,4,-2
COc1ccc(C(Sc2ccccc2)c2ccccc2)cc1OC (configuration not stated),0,15,-4,i,4,-3,26,-4,-1
CC(=O)Nc1cccc(NC(=O)c2ccc3c(c2)CCN3S(=O)(=O)c2ccccc2)c1,1,8,-4,i,-11,8,18,7,2
Cc1cc(C)nc(NS(=O)(=O)c2ccc(NC(=O)c3ccco3)cc2)n1,0,-22,2,i,-14,4,-10,-3,-3
COc1ccccc1CNS(=O)(=O)c1cc2c3c(c1)CCC(=O)N3CCC2,2,1,-6,i,8,3,-10,-8,-6
O=C(CN1C(=O)COc2ccc(S(=O)(=O)N3CCCC3)cc21)N1CCCC1,-1,0,0,i,6,1,-6,-6,-2
Cn1c(SCCC(=O)O)nnc1-c1ccncc1,0,4,-16,i,-3,1,-12,11,-1
O=C(CSc1nnc(-c2cccnc2)n1Cc1ccco1)c1ccc(Cl)cc1,0,1,-17,i,10,-2,1,-42,2
CC(C)S(=O)(=O)C1=NSC2=NC(=O)/C(=C\c3ccc(-c4cccc(C(=O)O)c4)o3)C(=N)N21,1,-11,-178,i,-86,-13,-5,-76,-13
CCN(CC)C(=O)c1sc(NC(=O)Cc2ccc(OC)cc2)c(C#N)c1C,-2,45*,2,i,-2,-1,-4,13,-1
CC1=NOC(=O)/C1=C\c1ccc2c(c1)OCO2,0,-2,-31,i,1,0,-4,28,1
COc1ccc(S(N)(=O)=O)cc1C(=O)N1CCCC1,0,3,0,i,-2,4,-9,6,-1

# Screening data deposited in PubChem BioAssay by several laboratories.
